# Assay outcomes from PubChem.
# TNAP inh hi DEA: TNAP (human) inhibition, high acceptor | inhibition, % at 20 µM | purified TNAP, CDP-star luminescence, 1 M DEA | AID 1135 | actives 0.03% (n = 200,000) | P05186;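 active = over 50% inhibition of tissue-nonspecific alkaline phosphatase at 20 µM in the single-dose screen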;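 note: plate controls were DMSO wells for no effect and EDTA-quenched wells as full inhibition for full effect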
# Target sequence (P05186 whole entry, looked up): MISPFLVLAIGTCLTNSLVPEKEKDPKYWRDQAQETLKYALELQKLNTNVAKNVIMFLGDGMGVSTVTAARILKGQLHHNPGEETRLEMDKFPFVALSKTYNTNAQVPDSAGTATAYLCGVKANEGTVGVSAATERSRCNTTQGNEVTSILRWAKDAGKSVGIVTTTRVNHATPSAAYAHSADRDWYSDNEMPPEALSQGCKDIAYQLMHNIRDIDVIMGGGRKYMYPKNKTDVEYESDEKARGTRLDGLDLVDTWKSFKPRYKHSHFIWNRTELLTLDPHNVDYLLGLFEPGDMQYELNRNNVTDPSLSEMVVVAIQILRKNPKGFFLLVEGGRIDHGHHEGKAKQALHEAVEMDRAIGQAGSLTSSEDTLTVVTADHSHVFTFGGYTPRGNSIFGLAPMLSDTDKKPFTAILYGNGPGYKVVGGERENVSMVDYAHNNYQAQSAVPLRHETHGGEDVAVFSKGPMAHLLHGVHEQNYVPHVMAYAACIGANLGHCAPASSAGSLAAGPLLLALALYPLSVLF
# PMI act: activators of human phosphomannose isomerase; actives 0.005% (n = 190,000); AID 1214; activation factor at 20 µM; P34949; purified human PMI, coupled resazurin fluorescence, 20 min; active compounds read high; 1 = vehicle control, 0 substrate-free wells;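 active = activation factor of 2 or more at 20 µM, relative to plate controls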
# Target sequence (P34949 whole entry, looked up): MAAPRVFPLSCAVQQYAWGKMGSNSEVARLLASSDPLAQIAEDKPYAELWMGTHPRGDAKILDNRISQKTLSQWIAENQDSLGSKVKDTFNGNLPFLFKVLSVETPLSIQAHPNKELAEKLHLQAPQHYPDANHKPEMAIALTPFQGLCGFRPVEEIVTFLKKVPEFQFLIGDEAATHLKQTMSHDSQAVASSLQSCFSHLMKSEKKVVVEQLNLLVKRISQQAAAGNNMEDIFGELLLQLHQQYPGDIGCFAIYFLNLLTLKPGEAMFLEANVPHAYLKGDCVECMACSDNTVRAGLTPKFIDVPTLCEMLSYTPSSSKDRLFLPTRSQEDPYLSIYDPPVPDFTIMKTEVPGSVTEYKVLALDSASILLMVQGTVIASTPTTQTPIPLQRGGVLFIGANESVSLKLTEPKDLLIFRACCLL
# Lmaj promast: Leishmania major promastigote growth inhibition. Leishmania major promastigotes, resazurin fluorescence viability. inhibition, % at 10 µM. actives 9% (n = 200,000); in the data active = inhibition above about 50%;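 note: promastigotes grown with compound for 44 hours at 28 °C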
# PMI act satM6P: activators of human phosphomannose isomerase at near-saturating mannose 6-phosphate; P34949; coupled PMI enzyme assay, resazurin fluorescence, 20 min; active compounds read high; 1 = untreated enzyme, 0 = substrate-free blank; activation factor at 20 µM; actives 0.34% (n = 190,000); AID 1216;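 active = activation factor of 2 or more at 20 µM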
#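 Material: human phosphomannose isomerase with PGI, G6PDH, diaphorase coupling enzymes; amount: PMI at 15 ng/mL final; also added: Mannose-6-phosphate 1.0 mM (near-saturating) plus 0.22 mM NADP+; incubation: enzyme reaction with compound 20 min at room temperature; signal: resorufin fluorescence (Ex 544/Em 590 nm) from resazurin via diaphorase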
# Diaph act CS: diaphorase activation or chemical reduction counter-screen; actives 0.005% (n = 190,000); activation factor at 20 µM; AID 1229; Diaphorase/resazurin coupled assay, resorufin fluorescence, 16 min; active compounds read high; 1 = vehicle wells, 0 = NADH-free wells;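 active = diaphorase activity raised at least twofold by the compound at 20 µM; inactive = activation factor below 2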
#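 Material: bacterial diaphorase enzyme (C. kluyveri); amount: enzyme 0.07 U/mL final; reagent: NADH substrate 0.114 mM plus resazurin dye 0.1 mM, final; doses: single compound dose of 20 µM, 1% DMSO final; timing: 16 min enzyme reaction, ambient temperature; measured by: fluorescence of resorufin, 544 nm excitation, 590 nm emission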
# TNAP act hiacc: TNAP (human) activation, high acceptor | P05186 | purified TNAP, CDP-star luminescence, 1 M DEA, 30 min; active compounds read high; 0 = EDTA background, 1 = DMSO-only activity | activation factor at 20 µM | 200,000 tested, under 10 active;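 active = activation factor at least 2 at 20 µM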
#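 Test system – human TNAP · Doses – 20 µM single point · Incubation – 30 min, room temperature · Signal – luminescent substrate turnover signal · Read-out basis – activation factor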
# Diaphorase inh: diaphorase inhibition or chemical oxidation counter-screen. diaphorase resazurin-to-resorufin fluorescence, NADH, 16 min; bacterial (C. kluyveri) enzyme, not human. inhibition, % at 20 µM. actives 0.69% (n = 190,000). AID 1217;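 active = primary screen inhibition at 20 µM above a set limit, cut at about 50% in these data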;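 note: plate controls were DMSO with full reaction for no effect and wells lacking NADH for full effect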
#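 System: Diaphorase enzyme from Clostridium kluyveri | Amount: Enzyme working solution with 0.14 U/mL diaphorase | Benchmarks: No-NADH positive control and DMSO neutral control | Signal: Fluorescence of resorufin formed from resazurin, Ex 544/Em 590 nm | Schedule: 16-min room-temperature incubation before reading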
# bIAP inh: blocks bovine intestinal alkaline phosphatase activity | purified bovine IAP, CDP-star luminescence, 30 min | inhibition, % at 20 µM | 190,000 tested, under 10 active | AID 1019;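 active = over 50% inhibition of intestinal alkaline phosphatase at 20 µM in the single-dose screen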
#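 test system = bovine IAP enzyme | medium = DEA buffer 100 mM, pH 9.8, with MgCl2 1.0 mM, ZnCl2 0.02 mM | detection = luminescence | dosing = single compound dose of 20 µM, 2% DMSO final | incubation = 30 min reaction at room temperature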
# TNAP inh no acc: TNAP (human) inhibition, acceptor-free conditions. P05186. purified TNAP, CDP-star luminescence, 30 min. inhibition, % at 20 µM. actives 0.26% (n = 200,000);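 active = tissue-nonspecific alkaline phosphatase inhibition above about 50% at 20 µM in the single-dose screen, limit read from the data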;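 note: 0% = DMSO negative control and 100% = EDTA positive control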
# bIAP activator: intestinal alkaline phosphatase (bovine) activation; activation factor at 20 µM; AID 1016; actives 0.17% (n = 200,000); purified bovine IAP, CDP-star luminescence, 30 min; active compounds read high; fold of DMSO-control signal, blank-subtracted;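 active = activation factor of 2 or more at 20 µM, a signal rise over negative controls twice the positive control's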
# Active calls of the source: *; / = no result given. Rows were taken by chance. About 10% of those tested had a hit in this group.
SMILES,TNAP inh hi DEA,PMI act,Lmaj promast,PMI act satM6P,Diaph act CS,TNAP act hiacc,Diaphorase inh,bIAP inh,TNAP inh no acc,bIAP activator
COc1ccc2c(C(=O)CN3CCC(C)CC3)c[nH]c2c1,-4,1,0,1,0.9,1,8,14,-11,0.9
O=C(CSc1nnc(CNC(=O)c2cccs2)o1)NCc1ccc(F)cc1,-3,1,-6,1.1,1,1,3,6,-5,0.9
O=C(CC1Sc2ccccc2NC1=O)OC(C(=O)NCCc1ccccc1)c1cccnc1 (centres undefined),2,1,3,1,0.9,1,8,-9,-4,1.1
Cc1ccc(NC(=O)Nc2nnc(-c3ccccc3)o2)cc1,0,1,-2,0.9,1,1,-1,-85,0,1.9
COCCN(CCOC)C(=O)c1cc2sc3ccccc3c2s1,-7,0.9,-2,0.8,0.7,1.1,28,-5,-8,1.1
Cc1cccc(OCCn2cc(/C=N/NC(=O)c3ccncc3)c3ccccc32)c1,-6,0.9,10,1,0.8,1.1,16,13,-3,0.9
CC1(C)C(=O)NCCN1C(=O)CSc1nccc(-c2ccc(Br)cc2)n1,-5,1.1,5,1,0.9,1,14,11,-11,0.9
N#Cc1ccc(COC(=O)CSc2nnc(C3CCCCC3)n2N)cc1,-5,0.9,-1,0.9,0.6,1.1,35,12,-6,0.9
Fc1ccccc1NC(=S)NCc1ccc2c(c1)OCO2,-5,1,3,1,0.9,1.1,14,2,-20,1
O=C(CCCn1cc([N+](=O)[O-])cn1)NC1CCCCCC1,-3,1.1,-4,1,0.9,1,7,-4,5,1
OC(CCN1CCCCC1)(c1ccccc1)c1ccccc1,-5,1.2,-1,1.2,1,1.1,3,13,-14,0.9
COc1ccc2cc(C(c3nnnn3CCc3ccccc3)N3CCCC(C)C3)c(=O)[nH]c2c1 (centres undefined),-3,1.2,48,1,0.7,1,27,6,-6,0.9
O=C(CSCc1ccc(Br)cc1)N=Nc1c(O)[nH]c2ccccc12,-1,1,-4,1,0.8,1,25,10,-32,0.9
COc1ccc(OC)c(Cc2nnc(CCC(=O)NC(C3CC3)C3CC3)o2)c1,-1,/,-6,/,/,1,/,-1,-1,1
O=C(NCCc1ccccc1)c1c(F)cccc1F,-6,0.9,-1,0.9,0.9,1.1,9,-5,-10,1.1
COc1cc(NC(=O)c2ccccc2-c2ccccc2)cc(OC)c1OC,-1,1,14,1,0.9,1,6,-7,-7,1.1
CC(=O)N1CCc2cc(C(=O)CN3CCC(C)CC3)ccc21,-3,1,-4,0.8,0.8,1,18,-6,-11,1.1
CC1CCC/C(=N\NC(=S)Nc2ccccc2)C1 (centres undefined),-2,1.3,-4,1.5,1,1,4,5,-7,0.9
Cc1ccc(NC(=O)c2ccccc2F)nc1,-5,0.9,2,0.9,0.9,1,14,9,-15,0.9
CC(=O)Nc1cccc(-c2csc(Nc3ccc(C)cn3)n2)c1,1,0.9,28,0.9,0.9,1,11,-2,-7,1
COc1ccc(OC2C(=O)N(Cc3ccc4c(c3)OCO4)C2c2sccc2C)cc1 (centres undefined),-6,0.8,92*,0.9,0.7,1.1,25,13,-16,0.9
COc1ccc(OC)c(-c2csc(N(CC3CCCO3)C(=O)C3CCCCC3)n2)c1 (centres undefined),-4,0.8,4,0.9,0.7,1,28,-10,-6,1.1
O=C(NCCC1=CCCCC1)C1CCCN(S(=O)(=O)c2ccccc2)C1 (centres undefined),-2,0.9,1,0.9,0.8,1,15,7,-4,0.9
COc1ccc(NC(=O)c2onc(C)c2Cl)cc1OC,4,1.1,-6,1.1,1.1,1,-9,3,-8,1
O=C1CSC(c2cccnc2)N1c1ccc(F)cc1 (centres undefined),-8,1,-2,1.1,0.9,1.1,14,14,-17,0.9

# A draw from above in order of molecular weight, rising.
SMILES,TNAP inh hi DEA,PMI act,Lmaj promast,PMI act satM6P,Diaph act CS,TNAP act hiacc,Diaphorase inh,bIAP inh,TNAP inh no acc,bIAP activator
O=C(NCCc1ccccc1)c1c(F)cccc1F,-6,0.9,-1,0.9,0.9,1.1,9,-5,-10,1.1
Fc1ccccc1NC(=S)NCc1ccc2c(c1)OCO2,-5,1,3,1,0.9,1.1,14,2,-20,1
Cc1cccc(OCCn2cc(/C=N/NC(=O)c3ccncc3)c3ccccc32)c1,-6,0.9,10,1,0.8,1.1,16,13,-3,0.9
COc1ccc(OC)c(-c2csc(N(CC3CCCO3)C(=O)C3CCCCC3)n2)c1 (centres undefined),-4,0.8,4,0.9,0.7,1,28,-10,-6,1.1

# The listing picks up; the 3 compounds before the break are reprinted first.
SMILES,TNAP inh hi DEA,PMI act,Lmaj promast,PMI act satM6P,Diaph act CS,TNAP act hiacc,Diaphorase inh,bIAP inh,TNAP inh no acc,bIAP activator
O=C(NCCC1=CCCCC1)C1CCCN(S(=O)(=O)c2ccccc2)C1 (centres undefined),-2,0.9,1,0.9,0.8,1,15,7,-4,0.9
COc1ccc(NC(=O)c2onc(C)c2Cl)cc1OC,4,1.1,-6,1.1,1.1,1,-9,3,-8,1
O=C1CSC(c2cccnc2)N1c1ccc(F)cc1 (centres undefined),-8,1,-2,1.1,0.9,1.1,14,14,-17,0.9
CN(C)CCCNc1ccc(-c2nn(C)c(=O)c3ccccc23)cc1[N+](=O)[O-],13,1,100*,1,0.8,0.9,16,12,9,0.9
COc1ccc(C2C(CC(=O)O)=C(O)C(=O)N2c2ccccc2)cc1 (centres undefined),-1,0.9,-6,1,1,1,2,0,-4,1
O=C(c1cc(-c2ccco2)on1)N1CCOCC1,-7,0.8,-6,0.7,0.9,1.1,14,0,-8,1
OC[C@@H](O)C1OC2NC(=S)OC2C1O (some centres undefined),-4,1,-7,1,0.9,1,5,-2,-1,1
O=C(c1ccc(COc2ccccc2[N+](=O)[O-])o1)N1CCCCCC1,-2,1,4,0.9,0.8,1,17,8,-6,0.9
COC(=O)c1ccc(COc2cccc3c2CCN(Cc2cccc(C)c2)C3=O)o1,-3,1,-2,1,0.7,1,25,21,-11,0.8
COCCCNC(=S)N(Cc1ccccc1)Cc1ccccc1,2,1,9,1,0.9,1,8,22,-2,0.8
CC1CCN(S(=O)(=O)c2cccc(C(=O)Nc3ccccc3)c2)CC1,-4,/,29,/,/,1,/,16,-6,0.8
CCOC(=O)CSc1cc(C)c(C#N)c2nc3ccccc3n12,1,1.5,5,1.2,0.6,1,39,-8,-4,1.1
CCOC(=O)c1nc(-c2ccccc2)oc1N1CCOCC1,1,0.9,9,0.9,0.8,1,15,-1,-1,1
N#Cc1c2nc3ccccc3nc2n2cc(NC(=O)c3ccc(F)cc3)ccc12,13,0.9,41,1.2,0.1,0.9,90*,1,25,1
Cc1ccccc1C1=N/C(=C/c2cccs2)C(=O)O1,-4,1.1,-2,1.1,0.9,1,11,6,-9,0.9
c1ccc(C2CC(c3cccs3)n3nnnc3N2)cc1 (centres undefined),2,0.9,-2,0.9,0.9,1,12,0,-2,1
CCCCN(CC)CCCNC(=O)C1CCN(c2ncnc3c2sc2cccc(F)c23)CC1,-1,0.9,100*,0.9,0.9,1,12,-19,-8,1.2
COc1ccc(NS(=O)(=O)c2ccc3c(c2)Cc2ccccc2-3)cn1,0,0.7,-7,0.8,0.8,1,21,3,-4,1
CCOC(=O)c1cccc(NC(=O)/C=C/c2ccc([N+](=O)[O-])cc2)c1,3,0.8,22,1,0.9,1,13,2,-11,1
O=C(NCc1ccc(Cl)cc1)c1ccc(Cl)cc1[N+](=O)[O-],0,1,5,1,0.9,1,7,4,5,1
O=C(CCCN1C(=O)/C(=C\c2cccc(Br)c2)SC1=S)Nc1cccnc1,-4,0.9,58*,0.9,0.8,1,16,10,-9,0.9
O=C(O)Cc1nc2nc3c(c(=O)n2[nH]1)CCCC3,-7,1,-5,1,1,1.1,4,-4,-18,1
Cc1cccc(NC(=O)c2cc(=O)c3ccccc3o2)n1,3,1,7,1,1,1,3,-4,-3,1
CN(C)C(=O)C1C2NC(=S)N(c3ccc(Cl)cc3)C1(C)Oc1ccc(Cl)cc12 (centres undefined),-6,1.2,5,1.1,1,1.1,-4,-12,-6,1.1
CCc1ccc(-c2nn(-c3cc(Cl)ccc3[N+](=O)[O-])c(=O)c3ccccc23)cc1,-2,1,9,1,0.9,1,8,9,-8,0.9
COc1ccc(C(=O)O)cc1S(=O)(=O)Nc1ccc(C)cc1,0,1,-4,1,0.9,1,10,24,-2,0.8
Cc1[nH]c2ccccc2c1C(O)CN1CCN(c2cccc(C(F)(F)F)c2)CC1 (centres undefined),-5,0.9,60*,0.9,0.9,1,7,3,-9,1
O=C(CC1Nc2ccccc2NC1=O)NCc1cccnc1 (centres undefined),-6,1.1,-1,1,0.9,1.1,5,4,2,1

# (further entries)
SMILES,TNAP inh hi DEA,PMI act,Lmaj promast,PMI act satM6P,Diaph act CS,TNAP act hiacc,Diaphorase inh,bIAP inh,TNAP inh no acc,bIAP activator
Cc1ccsc1C(=O)OCC(=O)NCCCc1ccccc1,-1,1,1,1.1,1,1,1,2,-8,1
N#CCSc1nnc(-c2ccc(S(=O)(=O)N3CCOCC3)cc2)n1CC1CCCO1 (centres undefined),-8,1.1,-4,1,0.8,1.1,15,9,-4,0.9
CCC(C)NC(=O)c1ccccc1NC(=O)COc1ccc(OC)cc1 (centres undefined),1,1,3,1,0.9,1,10,7,-7,0.9
Cc1nn(C)cc1C1C(C#N)=C(N)N(c2cccnc2)C2=C1C(=O)CCC2 (centres undefined),-4,1,-8,0.7,0.8,1,18,9,-1,0.9
CC1(C)CC(=O)C(C=NCCc2ccc(S(N)(=O)=O)cc2)=C(O)C1,8,1,0,1.1,1,0.9,1,9,-1,0.9
CC(C)(C)n1nnnc1C(c1cccc(C(F)(F)F)c1)N1CCC(O)CC1 (centres undefined),-2,1,-2,1.2,1.1,1,-12,-16,-7,1.2
CSc1ncc(Cl)c(C(=O)Nc2nnc(SC/C=C/c3ccccc3)s2)n1,-7,1,-4,1.1,1,1.1,1,-27,-23,1.3
COc1ccccc1NC(=O)c1nc[nH]c1C(=O)Nc1ccccc1OC,-4,1.1,-4,1.1,1.1,1,-11,-16,-11,1.2
CC(C(=O)N1CCOCCOCCOCCOCCOCC1)N1C(=O)c2ccccc2C1=O (centres undefined),-2,1.1,-6,1.1,1,1,1,-3,9,1
Cc1ccc([N+](=O)[O-])cc1NC(=S)NC(=O)c1cccnc1,-1,1,2,1,0.8,1,19,3,5,1
